hERG WT inh – qHTS for Inhibitors of KCHN2 3.1: Wildtype qHTS | Voltage-gated inwardly rectifying potassium channel KCNH2 (Homo sapiens), Q12809 | U2OS, BacMam KCNH2, thallium flux FluxOr; active compounds read low | activity change, % at 1.84 µM | 340,000 compounds, 0.37% hits | AID 720551, 2013;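 active = maximum activity change below -70%; inconclusive = maximum activity change between -70% and -50%; inactive = maximum activity change above -50%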; also: % is scaled to controls: 0 for no effect and ±100 for the full control effect
Target sequence (Q12809 whole entry, looked up): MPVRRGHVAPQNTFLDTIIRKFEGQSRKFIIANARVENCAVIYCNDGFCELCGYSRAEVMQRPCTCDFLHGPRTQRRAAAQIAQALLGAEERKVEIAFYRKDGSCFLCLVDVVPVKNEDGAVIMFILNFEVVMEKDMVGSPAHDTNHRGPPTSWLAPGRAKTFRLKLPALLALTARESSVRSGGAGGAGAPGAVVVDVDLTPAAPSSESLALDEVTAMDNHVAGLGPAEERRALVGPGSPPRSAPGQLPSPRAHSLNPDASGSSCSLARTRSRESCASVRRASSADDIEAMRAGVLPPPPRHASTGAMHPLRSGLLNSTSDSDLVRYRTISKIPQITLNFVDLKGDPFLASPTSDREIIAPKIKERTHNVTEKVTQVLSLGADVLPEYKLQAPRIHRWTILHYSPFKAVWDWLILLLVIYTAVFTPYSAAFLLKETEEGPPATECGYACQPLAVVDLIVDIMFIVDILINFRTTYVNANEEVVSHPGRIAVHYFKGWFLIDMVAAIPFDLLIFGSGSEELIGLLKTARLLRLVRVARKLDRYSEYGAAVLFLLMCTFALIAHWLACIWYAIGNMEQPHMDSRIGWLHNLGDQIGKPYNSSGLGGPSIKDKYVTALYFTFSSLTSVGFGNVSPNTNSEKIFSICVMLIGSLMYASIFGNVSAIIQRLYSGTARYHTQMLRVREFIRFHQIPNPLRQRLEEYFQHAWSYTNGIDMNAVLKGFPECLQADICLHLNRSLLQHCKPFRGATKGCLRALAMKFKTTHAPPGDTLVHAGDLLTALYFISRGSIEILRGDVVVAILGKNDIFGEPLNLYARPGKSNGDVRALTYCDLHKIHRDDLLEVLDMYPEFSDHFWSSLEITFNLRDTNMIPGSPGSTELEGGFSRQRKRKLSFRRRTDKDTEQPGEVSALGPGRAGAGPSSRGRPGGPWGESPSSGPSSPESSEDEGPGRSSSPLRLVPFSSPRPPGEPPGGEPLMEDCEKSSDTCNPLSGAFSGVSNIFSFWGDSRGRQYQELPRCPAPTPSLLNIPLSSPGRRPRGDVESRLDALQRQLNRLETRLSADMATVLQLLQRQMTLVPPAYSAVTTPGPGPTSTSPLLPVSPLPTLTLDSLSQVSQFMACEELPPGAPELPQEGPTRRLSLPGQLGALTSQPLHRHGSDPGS
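U2OS cells transduced with wild-type KCNH2 virus are loaded with FluxOr dye for 45 min, and thallium flux is measured in kinetic reads before and after stimulation buffer. Rate constants are normalized to DMSO controls.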
AT treatment – qHTS Assay for Identifying a Potential Treatment of Ataxia-Telangiectasia. 320,000 compounds, 0.19% hits. AID 485349, 2010. Potency, µM (doses to about 57.5 µM), for the others: at the highest dose activation, most hits filed as activators. […] A-T fibroblasts, KAP-1 phosphorylation AlphaLISA; neocarzinostatin DNA damage 30 min before lysis; also: potency is read from the fitted curve at half-maximal effect; % of control where 0% means no effect; nearly all actives have a fitted effect of over 45% in size
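hTERT-immortalized A-T patient fibroblasts ([…]), 500 cells/well in OPTI-MEM, 1% FBS, got compounds for 60 min, then NCS for 30 min at 37C. Lysates were then assayed for phospho-KAP-1 by AlphaLISA (anti-pKAP1 donor, anti-KAP1 acceptor beads), 6 hr at 25C.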
TRPV1 ag – HTS Assay for Compounds that Act as Agonists of the Vanilloid Receptor 1. Transient receptor potential cation channel subfamily V member 1 (Homo sapiens), Q8NER1. TRPV1-expressing cells, Fluo-8 calcium influx, agonist mode. activation, % at 8.33 µM. 320,000 compounds, 0.19% hits. AID 540275, 2011; in the data active = activation above about 80%; inconclusive = between about 30% and that limit; also: 0% is about no effect
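Cells expressing TRPV1 were dye-loaded with Fluo-8 and read kinetically: 10 s baseline, 3 min after compound (agonist portion), then 2 min after EC20 capsaicin (allosteric enhancer portion). Calcium-bound dye fluorescence at 480/520 nm.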
S-ASM inh – Inhibitors of Secretory Acid Sphingomyelinase (S-ASM): qHTS | Sphingomyelin phosphodiesterase (Homo sapiens), P17405 | placental ASM, HMU-PC fluorogenic substrate, 60 min | Potency, µM (highest dose often 57.5 µM), for inactives: top-dose activity change, negative = inhibition, usual class: inhibitors | 340,000 compounds, 0.006% hits | AID 504937, 2011; also: potency is read from the fitted curve at half-maximal effect
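Fluorogenic HMU-PC substrate (9 uM final) is turned over by placental ASM in 60 min at 37 C after a 10 min compound preincubation. Reaction ended by alkaline stop (pH 10), with fluorescence read at 386/447 nm.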
a7 integrin act – qHTS for Activators of Integrin-Mediated Alleviation for Muscular Dystrophy. Potency, µM (doses to about 38.3 µM), inactives show top-dose activation, hits mostly activators. 350,000 compounds, 0.064% hits. alpha7betagal myoblasts, beta-gal FDG fluorescence, 48 h;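 also: potency is read from the fitted curve at half-maximal effect; 100% = response of the positive control SU9516; nearly all actives have a fitted effect of over 60% in size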
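alpha7betagal+/- myoblasts (passage 13, 250/well) treated 48 h at 37C with compounds at 1:260 dilution of DMSO stock. Lysed, then beta-galactosidase activity read as FDG fluorescence (ex 480/em 540) after 30 min, with pre-read for autofluorescence.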
FBPA coupling cs – qHTS Assay for Inhibitors of Fructose-1,6-bisphosphate Aldolase from Giardia Lamblia: Coupling assay counterscreen | activity change, negative = inhibition, % at 58.2 µM, hits read low | coupling enzyme system counterscreen, AmpLite Red fluorescence | 290,000 compounds, 0.67% hits; in the data active = activity change below about -30%; also: % is scaled to controls: 0 for no effect and ±100 for the full control effect
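Fluorescence at 525 nm excitation and 598 nm emission measured inhibition of the coupled detection system without aldolase. Compounds (at 57.5 uM final) were preincubated 10 min at room temperature with coupling enzyme reagent before a 20 min substrate/AmpLite Red step.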
MBNL1-CUG inh – qHTS Assay for Inhibitors of MBNL1-poly(CUG) RNA binding. AID 2675, 2010. Potency, µM (doses to about 57.5 µM), inactives show at the top dose activity change, negative = inhibition, actives largely listed as inhibitors. TR-FRET MBNL1-His/biotin-(CUG)12 binding, 665/545 ratio. 280,000 compounds, 0.036% hits; active = well fitted inhibition curve with a large enough effect in the signal ratio, with a control signal flat, not every such curve was filed as active; inconclusive = small, poorly fitted or top-dose-only effect, or effect the other way, or a change in a side signal; inactive = no such curve, though single readings can be large or run the other way; the % refers to the signal ratio; also: potency is read from the fitted curve at half-maximal effect; % is scaled to controls: 0 for no effect and ±100 for the full control effect
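MBNL1-His + Biotin-(CUG)12, cpd titration 92 nM–58 uM; Tb anti-His Ab 0.055 ng/ul, SA-XL665 5 nM (final); 60 min RT; ratiometric 665/545 nm, Ex 340 nm; normalized to buffer and full-complex controls.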
KCNH2 3.1 block – qHTS for Inhibitors of KCHN2 3.1: Mutant qHTS. Potassium voltage-gated channel subfamily H member 2, brain isoform KCNH2 3.1 (human). U2OS KCNH2 3.1, thallium flux FluxOr; active compounds read low. activity change, % (tested at about 1.8 µM). 340,000 compounds, 0.95% hits;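 active = maximum activity change below -70%; inconclusive = maximum activity change from -70% to -50%; inactive = maximum activity change above -50%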;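 also: thallium influx rate constant from kinetic fluorescence after stimulation buffer; % is scaled to controls: 0 for no effect and ±100 for the full control effect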
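Kinetic fluorescence (2 min after stimulation buffer) measures Tl+ influx through KCNH2 3.1 expressed by viral transduction in U2OS cells; the rate constant is normalized against DMSO controls serving as positive and negative references.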
GALK inh – qHTS Assay for Inhibitors of Human Galactokinase (GALK); Purified GALK, Kinase-Glo residual ATP luminescence; Potency, µM (series often up to 57.5 µM), inactives show at the highest dose activity change, negative = inhibition, hits mostly inhibitors; 270,000 compounds, 0.007% hits; AID 1868, 2009; also: potency is read from the fitted curve at half-maximal effect; % is scaled to controls: 0 for no effect and ±100 for the full control effect
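Galactose (100 uM) and ATP (35 uM) were turned over by 5 nM GALK for 1 h at RT. Kinase-Glo Plus then converted the remaining ATP into a luminescent signal.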
MLL CXXC-DNA inh – qHTS Fluorescence Polarization Assay for Inhibitors of MLL CXXC domain - DNA interaction; AID 2662, 2010; Histone-lysine N-methyltransferase 2A (Homo sapiens), Q03164; Potency, µM (series often up to 115 µM), inactives show top-dose activity change, negative = inhibition, hits mostly inhibitors; 290,000 compounds, 0.037% hits; MLL-CXXC / FITC-HOXA9 DNA fluorescence polarization; active = well fitted inhibition curve with a large enough effect in the polarisation, with a control signal flat, not every such curve was filed as active; inconclusive = small, poorly fitted or top-dose-only effect, or effect the other way, or a change in a side signal; inactive = no such curve, though single readings can be large or run the other way; the % refers to the polarisation; also: potency is read from the fitted curve at half-maximal effect
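Fluorescence polarization: 7 uM MLL-CXXC (stock) preincubated 5 min with compounds, then 50 nM fluorescein-HOX-A9 DNA (stock) added; 30 min ambient. Buffer 50 mM Tris-HCl pH 7.5, 50 mM NaCl, 1 mM DTT, 0.05% BSA.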
Numbers without * were called inactive; ? = inconclusive; . = not tested or not shown; [ ] = another dose, or the depositor's remark. Unless noted, calls follow the shape of the dose curve; as a rule, active = well fitted curve in the direction sought with a large enough effect; inconclusive = small, poorly fitted or top-dose-only effect, or another doubt; inactive = no such curve, though single readings can be large; an effect the other way counts as inactive or inconclusive.

Under each structure: S-ASM inh | KCNH2 3.1 block | GALK inh | AT treatment | hERG WT inh | MBNL1-CUG inh | TRPV1 ag | a7 integrin act | MLL CXXC-DNA inh | FBPA coupling cs
- FC(F)(F)C1=CC(c2ccc(Br)cc2)=NCCN1
    -2% | -15 | 0% | -8% | -4 | 10% | 0 | 7% | -1% | 2
- C/C(CCC(C)C)=N\NC(=S)Nc1cc(S(=O)(=O)N2CCOCC2)ccc1N1CCOCC1
    3% | 9 | -1% | 0% | 15 | 2% | 0 | -6% | 1% | 0
- CNC[C@@H]1Oc2c(NC(=O)Nc3ccc(F)cc3)cccc2C(=O)N([C@H](C)CO)C[C@@H]1C
    -1% | 7 | . | 7% | 1 | . | . | 20% | . | .
- Cc1ccc(S(=O)(=O)N2CCCCC2)cc1NC(=O)CCc1nc2ccccc2c(=O)[nH]1
    -4% | -3 | . | -3% | 1 | . | 16 | 1% | . | .
- CCOC(=O)C1CCN(c2ccc([N+](=O)[O-])cc2)CC1
    -9% | . | -2% | 3% | 16 | ? | 13 | 5% | 5% | 0
- C=CCNC(=O)CN1c2cccc3cccc(c23)S1(=O)=O
    33%[activator] | -15 | . | -12% | -3 | 6% | 13 | 6% | ? | -2
- CCCCC#Cc1ccc(C(=O)NNC(=O)Nc2cc(Cl)cc(Cl)c2)o1
    -1% | 0 | -1% | -2% | -1 | . | 1 | -19% | 4% | -1
- O=C(C1=C[C@H](c2ccc(Br)cc2)C[C@H](OCCCCO)O1)N1CCN(Cc2ccccc2)CC1
    -1% | -31 | -2% | 5% | 3 | 14% | 5 | -1% | -3% | 3
- CN(CC1CCCN(CCc2ccc(F)cc2)C1)C(=O)CCC(F)(F)F (stereo not given)
    3% | -33 | -4% | -1% | 31 | 2% | 6 | 32% | -3% | 1
- COCCNC(=O)CCCn1c(=O)c2cc(OC)c(OC)cc2n(CC(=O)Nc2ccc(F)cc2)c1=O
    3% | 3 | 7% | 0% | -13 | -8% | 2 | -33% | 10% | 3
- COCC(C)n1c(SCC(=O)N2CCOCC2)nc2ccccc2c1=O (stereo not given)
    -3% | -8 | . | -9% | -13 | . | . | 29% | . | .
- CCOC(=O)CN(C(=O)CSc1nnc(-c2cccc(OC)c2)o1)c1ccc(F)cc1
    4% | 2 | 6% | 21% | -2 | -12% | 0 | 8% | 7% | 0
- CSc1sc(C#N)c2c1/C(=N\O)CCC2
    4% | 10 | . | 3% | -3 | 19% | -1 | 12% | -8% | -10
- C=CCNC(=S)NNC(=O)c1csc(CC)c1
    2% | 4 | 1% | -20% | -6 | 4% | -1 | -7% | -2% | 3
- N#Cc1nc(COc2ccc(Cl)cc2)oc1N1CCCCCC1
    -7% | -14 | -1% | -3% | -7 | -6% | 11 | ? | -2% | -1
- COc1ccc(Oc2c(C)oc3c(CN4CCOCC4)c(O)ccc3c2=O)cc1
    21% | -5 | 2% | -4% | 4 | -2% | -3 | 7% | -6% | -1
- CCOC(=O)/C(=C/C=C1\Sc2ccccc2N1CC)C(C)=O
    -20% | . | 1% | -12% | 3 | . | ? | 3% | ? | -7
- CCOC(=O)c1c(-c2cccc([N+](=O)[O-])c2)csc1NC(=O)CCCOc1ccccc1
    -1% | -11 | 0% | 9% | -3 | -7% | -5 | 6% | 7% | -13
- CCOc1ccccc1C1CC(=O)NC2=C1C(=O)CCC2 (stereo not given)
    -1% | 10 | 0% | . | 2 | -3% | 1 | 1% | -1% | 0
- Cc1ccc2nc(SCC(=O)NCC3CCCO3)c(C#N)cc2c1 (stereo not given)
    21% | 25 | 1% | 2% | -2 | 9% | -1 | 17% | 7% | 1
- CCOCCCNC(=O)C1CCCN(S(=O)(=O)CC)C1 (stereo not given)
    -1% | 2 | 2% | 8% | -3 | -3% | 0 | 8% | 3% | 0
- Cc1ccc(S(=O)(=O)N(C(=O)c2ccncc2)c2ccc(OC(=O)c3ccncc3)cc2)c(C)c1
    4% | . | 0% | -4% | 2 | . | -1 | 9% | 2% | -2
- CN1CCN(c2nc3c(c(=O)[nH]c(=O)n3C)n2CCCSc2nnnn2-c2ccccc2)CC1
    1% | 5 | 13% | 3% | 37 | -6% | 1 | -17% | 1% | 4
- O=C1CC2C(=O)NCCN2C(=NC(=O)c2ccccc2)N1 (stereo not given)
    -5% | 3 | 3% | -3% | -6 | -19% | 0 | -16% | 0% | 1
- COC(=O)c1cccc(NC(=O)c2cc(OC)c(OC)c(OC)c2Br)c1
    0% | 6 | -5% | 5% | -5 | . | -5 | -5% | -1% | -3
- C[C@H](CO)N1C[C@H](C)[C@@H](CN(C)C(=O)Nc2ccc3c(c2)OCO3)Oc2c(NC(=O)Cc3ccccc3)cccc2C1=O
    -14% | -4 | . | 41% | -8 | . | . | 8% | . | .
- CC(C)(C)OC(=O)COc1cc(F)ccc1[N+](=O)[O-]
    0% | -13 | . | -3% | -7 | . | 3 | 5% | . | .
- O=C1NC2(CCCCCC2)Cc2ccccc21
    1% | -8 | 0% | -5% | -18 | 3% | 0 | 11% | 4% | 1
- CCn1nc(C)c(CN2CCC(C(=O)Nc3cccc(-c4cccc(F)c4)c3)CC2)c1C
    -2% | -78* | -6% | -4% | ? | -13% | 14 | -25% | 4% | .
- CCN(CC)S(=O)(=O)c1ccc2c(c1)nc(SCC(N)=O)n2-c1ccc(OC)cc1
    -1% | -6 | 0% | . | -3 | -2% | 20 | -2% | 15% | 4
- COc1ccc2[nH]c(CN3CCN(CCC(C)C)C(CCO)C3)c(C)c2c1 (stereo not given)
    3% | -4 | 2% | -2% | -3 | -10% | 2 | -20% | -3% | -1
- Cc1ccc2nc(CNC(=O)C3CCC(=O)N(Cc4ccccc4F)C3)cn2c1 (stereo not given)
    0% | -2 | -5% | 2% | -3 | -5% | 0 | -8% | 11% | .
- O=C(NC1CC2CCCC(C1)N2Cc1ccccc1)C1CCCCC1 (stereo not given)
    0% | -8 | 0% | -1% | . | -2% | 4 | ? | 1% | 0
- COc1cc(SC)ccc1C(=O)Nc1ncc(Cl)cc1Cl
    -16% | -17 | 12% | 0% | -5 | . | 4 | 18% | ? | 0
- COc1ccc(CCNCc2csc3nc4ccccc4n23)cc1OC
    0% | -15 | 0% | -2% | -9 | 1% | 1 | -26% | -6% | -1
- Nc1ccc(S(=O)(=O)NCC(=O)OCCOc2ccccc2)cc1[N+](=O)[O-]
    -5% | -13 | . | -9% | 0 | . | 3 | 23% | . | .
- CC1(C)CC(=O)C=C(NC2CCCC(O)C2)C1 (stereo not given)
    -3% | 21 | . | 3% | 13 | . | 6 | 24% | . | .
- CCCOc1cccc(C2C(C(=O)c3cccs3)=C(O)C(=O)N2CCN2CCOCC2)c1 (stereo not given)
    -2% | 2 | 1% | -7% | -14 | -1% | -3 | -27% | 1% | 5
- CC(=O)c1ccc(NC(=S)NCCc2ccc(S(N)(=O)=O)cc2)cc1
    2% | 3 | 10% | 0% | 1 | . | -8 | -29% | 10% | 3
- CCOC(=O)CCP(=O)(O)C(O)(c1ccccc1)c1ccccc1
    -3% | 3 | 0% | . | -14 | -14% | -4 | -2%[7.66 µM] | -8% | 1
- Cc1cccc2cc(CN(Cc3ccc(F)cc3)C(=O)N(C)C)c3nnnn3c12
    -8% | 3 | 6% | 10% | -9 | 9% | 14 | -9% | 9% | 1
- CCc1ccccc1NC(=O)N1CCC(NC(=O)C(Cc2ccc(OC)c(OC)c2)NC(C)=O)CC1 (stereo not given)
    3% | -1 | -2% | -1% | -3 | -8% | 1 | 9% | -2% | 2
- COc1ccc(NC(=O)CC2C(=O)N(c3ccc(OC)cc3)C(=O)N2C(C)C)cc1 (stereo not given)
    5% | -82* | -1% | . | -30 | -4% | -3 | 24% | -6% | 0
- CC(=O)c1ccc(OCC(C)C)c(CC(C(N)=O)C(N)=O)c1
    3% | 10 | 3% | 5% | 1 | -6% | -1 | -16% | -7% | 0
- Cc1ccc(-c2noc(-c3cc4ccccc4oc3=O)n2)cc1
    25% | 17 | 2% | -5% | -4 | -1% | 9 | -6% | -5% | 3
- Cc1cc(C)cc(-c2nc(-c3ccncc3)no2)c1
    1% | 14 | 3% | 6% | 5 | -2% | 0 | -8% | 14% | 1

Bioassay records (PubChem)
